High-throughput results: PubChem BioAssay, several laboratories
KCNQ1 act: human KCNQ1 channel potentiation or activation | CHO-K1 KCNQ1, thallium flux FluxOR fluorescence; active compounds read high | B-score at 10 µM | 310,000 tested, 0.35% active;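 active = fluorescence ratio B-score, a plate-corrected score, at least three library SD, with initial intensity B-score within 5 SD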
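Schedule – 37 °C overnight plating, 90-min dark dye load, 20-min compound pretreatment · System – stable KCNQ1 CHO-K1 line · Probe or stimulus – thallium- and potassium-containing depolarizing buffer · Measured by – kinetic FluxOR fluorescence, 10 s baseline plus 110 s post-stimulus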
hERG rescue: shields human hERG channel from block by proarrhythmic agents. Q12809. CHO-hERG, FluxOR thallium flux, dofetilide IC70 present. activation (rescue from dofetilide block), less the hit threshold, % at 10 µM. 310,000 tested, 0.51% active;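 active = activation above the mean of controls blocked by dofetilide plus 5 SD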;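 note: thallium influx through hERG after potassium depolarization seen as dye fluorescence rise; in these data hits start at about 4.7%; inactives centre near -7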
Target sequence (Q12809 whole entry, looked up): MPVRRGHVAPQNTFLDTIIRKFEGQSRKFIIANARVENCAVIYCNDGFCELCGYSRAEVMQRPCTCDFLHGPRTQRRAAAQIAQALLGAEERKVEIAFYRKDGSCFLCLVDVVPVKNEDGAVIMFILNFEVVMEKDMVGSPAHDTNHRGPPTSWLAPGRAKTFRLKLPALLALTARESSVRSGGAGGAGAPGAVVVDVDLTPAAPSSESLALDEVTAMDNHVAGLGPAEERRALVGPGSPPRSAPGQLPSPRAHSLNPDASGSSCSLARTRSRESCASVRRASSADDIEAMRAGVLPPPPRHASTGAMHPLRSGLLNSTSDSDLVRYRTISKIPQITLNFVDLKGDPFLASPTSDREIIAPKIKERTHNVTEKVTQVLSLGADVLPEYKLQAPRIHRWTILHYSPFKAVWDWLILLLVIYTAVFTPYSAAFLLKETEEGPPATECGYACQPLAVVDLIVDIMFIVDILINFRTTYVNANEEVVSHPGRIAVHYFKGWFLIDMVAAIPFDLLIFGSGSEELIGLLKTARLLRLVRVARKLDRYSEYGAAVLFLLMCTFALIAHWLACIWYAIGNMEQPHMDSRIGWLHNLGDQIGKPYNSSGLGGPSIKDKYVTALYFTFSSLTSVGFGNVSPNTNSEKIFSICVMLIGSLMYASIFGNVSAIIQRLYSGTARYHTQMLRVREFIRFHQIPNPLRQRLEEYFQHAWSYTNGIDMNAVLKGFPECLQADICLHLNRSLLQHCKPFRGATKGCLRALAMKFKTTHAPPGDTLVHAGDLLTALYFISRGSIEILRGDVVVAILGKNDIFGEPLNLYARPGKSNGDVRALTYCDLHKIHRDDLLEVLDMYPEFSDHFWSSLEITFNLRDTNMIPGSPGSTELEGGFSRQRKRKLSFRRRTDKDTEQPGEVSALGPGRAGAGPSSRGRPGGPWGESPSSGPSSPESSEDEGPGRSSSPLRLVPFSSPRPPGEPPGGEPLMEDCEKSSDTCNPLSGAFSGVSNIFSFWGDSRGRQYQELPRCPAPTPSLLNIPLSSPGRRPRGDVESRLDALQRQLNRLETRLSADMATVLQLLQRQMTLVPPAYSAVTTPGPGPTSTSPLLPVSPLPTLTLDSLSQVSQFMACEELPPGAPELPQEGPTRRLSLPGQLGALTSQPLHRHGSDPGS
KCNK9 block: blocks the human KCNK9 two-pore domain potassium channel | Q9NPC2 | HEK293 KCNK9, FluxOR thallium flux fluorescence; active compounds read low | B-score at 10 µM | 310,000 tested, 1.2% active;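 active = ratio B-score over 3 SD below the library mean, with starting fluorescence within 5 SD of its mean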;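 note: negative B-score means less thallium flux so channel inhibition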
ANO1 block: mouse TMEM16A channel inhibition, primary screen; 310,000 tested, 1.2% active; Q8BHY3; AID 588511; normalized B-score (activity score, 25-100; higher = stronger inhibition) at 10 µM; HEK293 TMEM16A/YFP iodide influx fluorescence, ionomycin;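 active = ratio plate-corrected score three or more library SD toward inhibition, starting fluorescence score within five deviations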;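 note: score derived from kinetic fluorescence span divided by baseline fluorescence per well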
KCNK3 inh: human KCNK3 channel inhibition, primary screen. B-score at 10 µM. CHO-KCNK3 thallium flux, FluxOR fluorescence; active compounds read low. 340,000 tested, 0.84% active. O14649. AID 602410;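 active = B-score under library mean minus 4 SD, starting fluorescence ratio at most library mean plus 5 SD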;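 note: more negative B-score means stronger inhibition of thallium flux through KCNK3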
KCNQ1 block: blocks the human KCNQ1 potassium channel. P51787. CHO-K1 KCNQ1, FluxOR thallium flux fluorescence; active compounds read high. B-score at 10 µM. 310,000 tested, 1.3% active. AID 2642;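 active = compounds whose thallium flux B-score, printed positive for inhibition, exceeds three library SD while starting fluorescence stays within three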;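 note: channel opened by potassium depolarization with thallium stimulus after 20 min compound exposure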
HDAC3 inh: human HDAC3 inhibition | O15379 | recombinant HDAC3, fluorogenic peptide/trypsin coupled, fluorescence | inhibition, % at 8.3 µM | 320,000 tested, 0.15% active; in the data active = inhibition above about 26%, passing the limit was not always enough; inconclusive = no clear call, values can overlap the other calls
DYRK1A inh: Dyrk1A (rat) kinase inhibition. ADP-Glo luminescence, NFATc1 peptide. Q63470. AID 504441. inhibition, % at 12.5 µM. 310,000 tested, 0.43% active; in the data active = inhibition above about 50%;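 note: plate controls were vehicle with enzyme for no effect and no enzyme for full effect; many of its hits are not listed in these tables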
TRPC4 act: activators of mouse TRPC4 channel; HEK293 TRPC4beta/mu-opioid, Fluo4 calcium fluorescence; active compounds read high; AID 2237; Q9QUQ5; 310,000 tested, 0.49% active; B-score at 10 µM;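 active = B-score above 5 SD of library B-scores, and initial fluorescence ratio not above library mean plus 5 SD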;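 note: positive B-score marks a calcium rise read as TRPC4 activation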
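Test system: HEK293 cells stably co-expressing mouse TRPC4beta and mu-opioid receptor | Schedule: Fluo4 dye loading 45 min at room temperature, 110 s recording | Measured by: Kinetic Fluo4 calcium fluorescence, 5 s baseline at 1 Hz | Evaluation: B score of integrated ratio | Controls: Buffer (low) and maximal DAMGO (high)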
ANO1 activ: activates or potentiates the mouse TMEM16A chloride channel | Q8BHY3 | HEK293 TMEM16A/YFP-H148Q/I152L, iodide quench fluorescence; active compounds read low | B-score at 10 µM | 340,000 tested, 0.3% active | AID 623877;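 active = fluorescence-ratio B-score plate-corrected deviation score at least 3 library SD below zero, with starting fluorescence score within 5 deviations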;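 note: channel opened by trigger with iodide after compound preincubation; score built on the fluorescence ratio of max minus min over baseline; more negative score means more quench and so TMEM16A activation or potentiation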
TRPC4 PAM: TRPC4 (mouse) allosteric potentiation; HEK293 TRPC4beta/mu-opioid, DAMGO EC20, Fluo-4 Ca2+ flux; active compounds read high; B-score at 10 µM; 310,000 tested, 0.42% active;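 active = B-score of calcium response area above 5 SD of library B-scores, with initial fluorescence ratio within 5 SD of library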;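 note: B-score of integrated fluorescence ratio over time as area under calcium response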
Active calls of the source: *; i = inactive; ? = inconclusive; · = no result given.

SMILES | KCNQ1 act | hERG rescue | KCNK9 block | ANO1 block | KCNK3 inh | KCNQ1 block | HDAC3 inh | DYRK1A inh | TRPC4 act | ANO1 activ | TRPC4 PAM
C=C(C)C(=O)Oc1ccc(N2C(=O)[C@@H]3C4C=CC(C4)[C@@H]3C2=O)cc1 | i | -8.7 | i | i | i | i | 9.1 | -11.4 | i | i | i
COc1cc(-n2c(=O)c3ccccc3n(CC(=O)c3ccccc3)c2=O)cc(OC)c1OC | i | -12.5 | i | i | i | i | -2.8 | -3.6 | i | i | i
Cc1ccc(OC(=O)c2cc3ccccc3o2)cc1 | i | -7.3 | i | i | i | i | -5.7 | 0.5 | i | i | i
CC(C)c1ccc(OC(=O)c2cccc(S(=O)(=O)N3CCN(C)CC3)c2)cc1 | i | -15.1 | i | i | i | i | 18.8 | 1.3 | i | i | i
CCOc1c(S(=O)(=O)NC2CC(C)(C)NC(C)(C)C2)ccc(Cl)c1Cl | i | -4.1 | i | i | i | i | -2.5 | 4.4 | i | i | i
COc1ccc(C(=O)Nc2c3c(nn2-c2ccc(Cl)cc2)CS(=O)(=O)C3)cc1 | i | -6.8 | i | i | i | i | 0.7 | 2.2 | i | i | i
COc1cc(OC)cc(C(=O)N[C@H](C(=O)Nc2nnc(C3CC3)s2)C(C)C)c1 | i | -15.4 | i | i | i | i | -4.2 | -1.8 | i | i | i
COc1ccc(-n2c(=S)[nH]c3cc(C(=O)N4CCN(c5ccccc5)CC4)ccc3c2=O)c(OC)c1 | i | -4.6 | i | i | i | i | 5.0 | -1.0 | i | i | i
CCOC(=O)COc1ccc(N)cc1CC(NC(C)=O)(C(=O)OCC)C(=O)OCC | i | -1.4 | i | i | i | i | 3.5 | 3.0 | i | i | i
O=S(=O)(c1ccc(F)cc1)N1CCN(C(=S)NCCc2ccccc2)CC1 | i | -7.3 | i | i | i | i | -0.6 | -4.3 | i | i | i
Cc1cccc(Nc2nc(NCCCN3CCOCC3)nc(N)c2[N+](=O)[O-])c1 | i | -8.1 | i | i | i | i | 3.3 | · | i | i | i
Cc1nc(CCNC(=O)CC2C(=O)NCCN2Cc2ccc(F)cc2)sc1C (configuration not stated) | i | -7.6 | i | i | i | i | 0.6 | -3.5 | i | i | i
CC(C)Sc1nc2c(cnn2-c2ccc(F)cc2)c(=O)[nH]1 | i | -8.4 | i | i | i | i | -2.3 | 0.0 | i | i | i
COC(=O)Cc1c(C)nc(SCc2ccccc2)[nH]c1=O | i | -8.7 | i | i | i | i | 12.1 | -2.2 | i | i | i
O=C(c1cc2ccccc2o1)N(C1CC1)C1(C(=O)Nc2ccccc2)CCCC1 | i | -4.7 | i | i | i | i | 9.4 | 9.4 | i | i | i
O=C(CSc1nc2cc(Cl)c(Cl)cc2[nH]1)c1ccc2c(c1)OCO2 | i | -3.9 | i | i | i | i | 4.6 | 4.9 | i | i | i
CCCCn1c(=O)[nH]c(=O)c2c1nc(-c1ccccc1F)n2Cc1ccccc1OC | i | -14.5 | i | i | i | i | 2.4 | -4.7 | i | i | i
Cc1cccc(OCC(=O)Nc2ccc3c(c2)nc(CCN2CCN(c4ccccn4)CC2)n3C)c1 | i | -20.8 | i | 100* | i | i | -0.6 | -0.4 | i | i | i
Cc1cc(C)nc(SC2CC(=O)N(c3ccc(Cl)cc3)C2=O)n1 (configuration not stated) | i | -9.1 | i | i | i | i | -6.3 | 7.9 | i | i | i
COc1cc(NC(=O)COc2ccc(Br)cc2)ccc1NC(=O)C(C)C | i | -11.3 | i | i | i | i | -1.1 | -1.7 | i | i | i
Cc1ccc(SC(C)C(=O)Nc2ccccc2-c2ccccc2)cc1 (configuration not stated) | i | -8.9 | i | i | i | i | 0.5 | -5.6 | i | i | i
CC(C)c1cccc(C(C)C)c1OC(=O)NC(=O)c1c(F)cccc1F | i | -10.5 | i | i | i | i | 13.9 | -1.4 | i | i | i
COc1ccc(CC(=O)Nc2ccc(N3CCCCC3)cc2)cc1 | i | -10.8 | i | i | i | i | -0.3 | · | i | i | i
O=C(COC(=O)Cc1ccc(Cl)c(Cl)c1)Nc1ccc2[nH]c(=O)[nH]c2c1 | i | -11.4 | i | i | i | i | 9.7 | 6.3 | i | i | i
Cc1cc(C)cc(-n2nnc(C(=O)NCc3ccc(Cl)cc3)c2N)c1 | i | -7.0 | i | i | i | i | ? | 1.0 | i | i | i

(continued)
SMILES | KCNQ1 act | hERG rescue | KCNK9 block | ANO1 block | KCNK3 inh | KCNQ1 block | HDAC3 inh | DYRK1A inh | TRPC4 act | ANO1 activ | TRPC4 PAM
COC(=O)C1=C(C(=O)OC)[C@@H]2N(C)c3ccc(OC)cc3[C@@]23C[C@@H](C(=O)OC)N(C(=O)CC(C)C)C3=N1 | i | -7.2 | i | i | i | i | 10.1 | 0.5 | i | i | i
Clc1ccccc1Cn1nnc2c(Nc3ccccc3)ncnc21 | i | -10.6 | i | i | i | i | -5.9 | -3.5 | i | i | i
Cc1nnc(SCCn2c(N3CC(C)CC(C)C3)nc3c2c(=O)n(C)c(=O)n3C)s1 (configuration not stated) | i | -5.5 | i | · | i | i | · | 5.2 | i | i | i
COc1cc(NC(=O)c2ncn[nH]2)cc(OC)c1OC | i | -6.0 | i | · | i | i | · | -2.1 | i | i | i
Cc1c(Cl)cccc1NC(=S)NC1CCN(Cc2ccccc2)CC1 | i | -9.5 | i | i | i | i | 1.3 | 2.2 | i | i | i
COc1cc(NS(=O)(=O)c2ccc(NS(=O)(=O)c3ccccc3)cc2)nc(OC)n1 | i | -2.7 | i | i | i | i | -4.3 | 6.1 | i | i | i
Cc1nc(N2CCOCC2)nc(OC(C)C)c1[N+](=O)[O-] | i | -6.3 | i | i | i | i | -3.5 | -0.6 | i | i | i
Cc1ccc(NC(CC(=O)c2ccccc2)C(=O)O)cc1Cl (configuration not stated) | i | -7.3 | i | i | i | i | 10.7 | -29.2 | i | i | i
COc1ccccc1-n1c(SCC(=O)O)nnc1-c1ccc(S(=O)(=O)N2CCCCC2)cc1 | i | -4.2 | i | i | i | i | · | 3.0 | i | i | i
CC1CCN(C(=O)CN(C)S(=O)(=O)c2cccc3nsnc23)CC1 | i | -1.8 | i | i | i | i | 0.5 | 3.9 | i | i | i
O=C(NC1=NCCS1)c1cc(Cl)ccc1Cl | i | -7.8 | i | i | i | i | -2.8 | 1.0 | i | i | i
COC(=O)c1nn(-c2nc(-c3cccc(OC)c3)cc(C(F)(F)F)n2)cc1[N+](=O)[O-] | i | -4.2 | i | i | i | i | -1.6 | -7.9 | i | i | i
Cc1ccc(S(=O)(=O)NC(=O)Nc2nnc(C3CC3)s2)cc1 | i | -14.2 | i | i | i | i | -0.3 | -2.1 | i | i | i
Cc1ccc(S(=O)(=O)NNC(=O)Nc2cccc(C)c2C)c(C)c1 | i | -6.3 | i | i | i | i | 8.0 | -1.3 | i | i | i
Cc1ccccc1C(=O)OCc1nnc(-c2ccc(Cl)cc2)o1 | i | -15.8 | i | i | i | i | 2.1 | 3.2 | i | i | i
CCc1ccc2[nH]c(=O)c(C(c3nnnn3CCOC)N3CCN(c4ccc(F)cc4)CC3)cc2c1 (configuration not stated) | i | -17.1 | i | i | i | i | 0.6 | -1.0 | i | i | i
O=C(Nc1ccc(Br)cc1)/C(=C/c1cccc([N+](=O)[O-])c1)NC(=O)C1CCCCC1 | i | -2.3 | -9.65* | i | -9.44* | i | -4.7 | 0.5 | i | i | i
Cc1ccccc1-n1nnnc1SCC(=O)Nc1ccc(S(=O)(=O)N2CCCC2)cc1 | i | -0.2 | i | i | i | i | -2.4 | 2.0 | i | i | i
O=C(COc1ccccc1)Nc1ccc2c(c1)nc1n2CCSC1 | i | -2.4 | i | i | i | i | 6.6 | -5.2 | i | i | i
Cc1ccc(NC(=O)c2ccccc2NS(=O)(=O)c2ccc(F)cc2)cc1S(=O)(=O)N1CCCCC1 | i | -8.1 | i | 25* | i | i | ? | -8.2 | i | i | i
Cn1cccc1C(=O)NC(=O)COC(=O)c1ccccc1Sc1ccccc1C#N | i | -9.5 | i | i | i | i | 1.5 | -4.7 | i | i | i
Cc1ccccc1C(=O)Nc1cccc(NC(=O)c2cccnc2)c1 | i | -2.7 | i | i | i | i | 0.0 | 1.1 | i | i | i
O=C(O)CSC1CC(=O)N(c2ccc(Br)cc2)C1=O (configuration not stated) | i | -0.6 | i | i | i | i | -2.2 | -5.0 | i | i | i
CCCn1nc2cc(C(=O)NCc3ccc4c(c3)OCO4)ccc2c1OCC | i | -11.4 | i | i | i | i | -14.9 | -2.7 | i | i | i
COCCCn1c(=O)c2ccccc2n(CC(=O)Nc2ccc3c(c2)OCCO3)c1=O | i | -2.6 | i | i | i | i | -4.9 | -3.7 | i | i | i

New compounds follow:
SMILES | KCNQ1 act | hERG rescue | KCNK9 block | ANO1 block | KCNK3 inh | KCNQ1 block | HDAC3 inh | DYRK1A inh | TRPC4 act | ANO1 activ | TRPC4 PAM
COc1cc(C(=O)NNC(=S)NCc2ccco2)cc(OC)c1OC | i | -17.5 | i | i | i | i | 1.4 | -6.1 | i | i | i
CCCCOC(=O)c1ccc(NC(=O)c2c(Cl)ccc(Cl)c2OC)cc1 | i | -1.9 | i | i | i | i | 13.7 | -2.4 | i | i | i
COCCn1c(C)cc(C(=O)COC(=O)c2ccc(-n3nc(C)cc3C)cc2)c1C | i | -7.1 | i | i | i | i | -4.3 | -1.3 | i | i | i
O=C1C2CC=C(Cl)CC2C(=O)N1CCCCCCN1C(=O)C2CC=C(Cl)CC2C1=O (configuration not stated) | i | -1.9 | i | i | i | i | 1.0 | 2.3 | i | i | i
CCC1CCCCN1CCNS(=O)(=O)c1ccc2c(c1)CCN2C(C)=O (configuration not stated) | i | -7.5 | i | i | i | i | 2.2 | -13.9 | i | i | i
O=C(NCCN1CCOCC1)c1ccc(Cl)cc1[N+](=O)[O-] | i | -4.1 | i | i | i | i | -1.7 | -2.3 | i | i | i
NS(=O)(=O)c1cnccc1Oc1cccc(Cl)c1 | i | -3.0 | i | i | i | i | -0.8 | · | i | i | i
Cc1ccc(C2c3c(oc4ccc(Cl)cc4c3=O)C(=O)N2CCCN2CCOCC2)o1 (configuration not stated) | i | -7.1 | i | i | · | i | -10.6 | · | i | · | i
O=C(c1ccccc1)c1coc2c1C(=O)c1ccccc1C2=O | i | -13.1 | i | i | i | i | -12.8 | 38.6 | i | i | i
COc1ccc(S(N)(=O)=O)cc1C(=O)NCC(C)(C)N1CCOCC1 | i | -5.0 | i | i | i | i | 4.1 | -0.3 | i | i | i

An excerpt (hit frequency here may not be typical).
